Assay outcomes (PubChem)
BL2 CD40 inh – inhibitors of CD40-induced NF-kB signaling, primary screen, BL2 cells, luciferase reporter, single point | CD40L-induced, 4 h | inhibition, % at 10 µM | 83,000 compounds, 0.94% hits;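 active = mean inhibition of at least 50% with a set share of replicates also reaching that level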;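 note: 0% = neutral control wells and 100% = IKK inhibitor VII at 50 µM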
* = called active by the depositor; & = joins results of further samples; [ ] = another dose, or the depositor's remark.

BL2 CD40 inh	SMILES
0	COc1ccccc1NS(=O)(=O)c1cccc(NC(=O)C(C)NC(=O)c2ccco2)c1 (stereo not drawn)
3	O=C(O)c1ccc(/C=C2\CCCc3c2nc2ccccc2c3C(=O)O)cc1
9	O=C(Nc1nc(-c2ccco2)c(-c2ccco2)s1)c1cnccn1
6[25 µM]	COc1ccccc1NC(=O)N1C[C@@H](O)COC[C@@H]2O[C@@H](CC(=O)N3CCC(Cc4ccccc4)CC3)CC[C@H]21
6	O=C(Nc1ccc(C(=O)N2CCOCC2)cc1)Nc1ccc(Cl)cc1Cl
0[25 µM]	CC(=O)N1[C@@H]2c3ccc(-c4ccccc4F)c(=O)n3C[C@@H]2[C@@H](CO)[C@@H]1C(=O)N(C)C
-1	OCC12COC(c3ccccc3)N1C(c1ccccc1)OC2 (stereo not drawn)
1	N#Cc1c(NC(=O)CN2CCN(C(=O)c3ccco3)CC2)sc2c1CCCCC2
7	COc1ccccc1C(=O)C1CCCN(C(=O)c2cc(C(C)C)no2)C1 (stereo not drawn)
8	CCCS(=O)(=O)c1c(S(=O)(=O)CCC)c2ccc(C(N)=O)cn2c1C(=O)OC
-2	CC(=O)NC(CC(=O)NC1CCCCCC1)c1ccccc1 (stereo not drawn)
6	O=S(=O)(NCc1cccnc1)c1cccs1
-3	Cc1cc(C)n(-c2ccc(C(=O)Nc3nnc(C4CC4)s3)cc2)n1
8	O=C(CN1CCN(C(=O)CCC(=O)N2CCC(c3ccccc3)=N2)CC1)Nc1ccc(F)cc1
2	O=C(NCC(c1ccco1)N1CCc2ccccc2C1)C(=O)Nc1cc(F)ccc1F (stereo not drawn)

Taken from the listing for reference:
BL2 CD40 inh	SMILES
7	COc1ccccc1C(=O)C1CCCN(C(=O)c2cc(C(C)C)no2)C1 (stereo not drawn)
8	CCCS(=O)(=O)c1c(S(=O)(=O)CCC)c2ccc(C(N)=O)cn2c1C(=O)OC

(further entries)
BL2 CD40 inh	SMILES
11[25 µM]	COc1ccc2c3c([nH]c2c1)[C@H](CO)N(C(=O)NC1CCCC1)CC31CN(C(=O)Nc2cccc(F)c2)C1
-2	Cc1nnc(NC(=O)Cn2cnc3c2c(=O)n(C)c(=O)n3C)s1
-2	Cc1ccc(OCC(=O)N2C(C)CCCC2C)c([N+](=O)[O-])n1 (stereo not drawn)
7	CCOC(=O)c1sc(SC)c2c1CCC/C2=N/OC
9	CCOC(=O)C1(C)CCCN(C(=O)c2snnc2C)C1 (stereo not drawn)
0	Cc1c(C#N)c(N=CN(C)C)c(C(=O)c2ccccc2)n1-c1ccccc1
4	CNC[C@@H]1Oc2ccc(N)cc2C(=O)N(C)C[C@@H]1C
11	Cc1cc(CNC(=O)C2CCC(=O)N(Cc3ccccc3F)C2)on1 (stereo not drawn)
-3	C[C@H]1CN([C@@H](C)CO)C(=O)c2cc(NC(=O)Nc3cccc4ccccc34)ccc2O[C@H]1CN(C)S(=O)(=O)c1ccc(Cl)cc1
-10	CCN(C(=O)COC(=O)CCCN1C(=O)c2cccc3cccc(c23)C1=O)C1CCS(=O)(=O)C1 (stereo not drawn)
17[25 µM]	O=C(C[C@H]1CC[C@@H]2[C@H](COC[C@@H](O)CN2Cc2cc(F)ccc2F)O1)NCc1ccc(Oc2ccccc2)cc1
4	CC(C)NC(=O)Nc1ccc2c(c1)CC(=O)N(C)C[C@H](C)[C@H](CN(C)C(=O)NC(C)C)O2
8	C=CCn1c(C)cc(C(=O)CSc2nc(N)cc(N)n2)c1C
-13	O=C(Nc1ccccc1)Nc1nc(-c2ccccc2)cs1
-16&13	N#Cc1cccc(-c2ccc(C3[C@@H]4CN(C(=O)Nc5ccc6c(c5)OCO6)C[C@H]3N4)cc2)c1 (stereo partly drawn)

17 consecutive entries already listed:
BL2 CD40 inh	SMILES
-3	Cc1cc(C)n(-c2ccc(C(=O)Nc3nnc(C4CC4)s3)cc2)n1
8	O=C(CN1CCN(C(=O)CCC(=O)N2CCC(c3ccccc3)=N2)CC1)Nc1ccc(F)cc1
2	O=C(NCC(c1ccco1)N1CCc2ccccc2C1)C(=O)Nc1cc(F)ccc1F (stereo not drawn)
11[25 µM]	COc1ccc2c3c([nH]c2c1)[C@H](CO)N(C(=O)NC1CCCC1)CC31CN(C(=O)Nc2cccc(F)c2)C1
-2	Cc1nnc(NC(=O)Cn2cnc3c2c(=O)n(C)c(=O)n3C)s1
-2	Cc1ccc(OCC(=O)N2C(C)CCCC2C)c([N+](=O)[O-])n1 (stereo not drawn)
7	CCOC(=O)c1sc(SC)c2c1CCC/C2=N/OC
9	CCOC(=O)C1(C)CCCN(C(=O)c2snnc2C)C1 (stereo not drawn)
0	Cc1c(C#N)c(N=CN(C)C)c(C(=O)c2ccccc2)n1-c1ccccc1
4	CNC[C@@H]1Oc2ccc(N)cc2C(=O)N(C)C[C@@H]1C
11	Cc1cc(CNC(=O)C2CCC(=O)N(Cc3ccccc3F)C2)on1 (stereo not drawn)
-3	C[C@H]1CN([C@@H](C)CO)C(=O)c2cc(NC(=O)Nc3cccc4ccccc34)ccc2O[C@H]1CN(C)S(=O)(=O)c1ccc(Cl)cc1
-10	CCN(C(=O)COC(=O)CCCN1C(=O)c2cccc3cccc(c23)C1=O)C1CCS(=O)(=O)C1 (stereo not drawn)
17[25 µM]	O=C(C[C@H]1CC[C@@H]2[C@H](COC[C@@H](O)CN2Cc2cc(F)ccc2F)O1)NCc1ccc(Oc2ccccc2)cc1
4	CC(C)NC(=O)Nc1ccc2c(c1)CC(=O)N(C)C[C@H](C)[C@H](CN(C)C(=O)NC(C)C)O2
8	C=CCn1c(C)cc(C(=O)CSc2nc(N)cc(N)n2)c1C
-13	O=C(Nc1ccccc1)Nc1nc(-c2ccccc2)cs1

(listing goes on)
BL2 CD40 inh	SMILES
-109	COC(=O)c1ccc(CNC(=O)c2ccc3oc(C(C)C)nc3c2)cc1
16	O=C(CN1CCCCCC1)Nc1cccc(NC(=O)CN2CCCCCC2)c1
110*	C[n+]1c(-c2ccccc2)cc2c(=Cc3ccc([N+](=O)[O-])cc3)c3ccccc3n21
14	CC(C)C(NC(=O)c1ccc(F)cc1)C(=O)NC1(C)CCS(=O)(=O)C1 (stereo not drawn)
4	CCOC(=O)C1=C(CC)OC(N)=C(C#N)C1c1ccc(OC)c(OC)c1OC (stereo not drawn)
6[25 µM]	CO[C@H]1CC[C@H]2CCOc3c(C#N)cccc3C(=O)N(C)C[C@H](c3ccccc3)CC(=O)N(C)C[C@H]1O2
-3[25 µM]	O=C(Nc1cccc(F)c1)N1C[C@H]2[C@@H](c3ccccc31)[C@H](CO)N2C(=O)C1CCOCC1
-14	O=C(Nc1ccc(/C=C/c2nc3ccccc3o2)cc1)c1ccc(F)cc1
30	CCOc1cc(C(N)=O)cc(Br)c1OCC
-8[25 µM]	C[C@H](CO)N1C[C@H](C)[C@H](CN(C)S(C)(=O)=O)Oc2ncc(-c3ccc(F)cc3)cc2C1=O
8	O=C(Nc1ccc(Oc2ccc(C(F)(F)F)cn2)c(Cl)c1)C1CC1
11	O=C(NCCCn1ccnc1)c1cc(C(=O)C2CC2)c[nH]1
9	Cc1cccc(NS(=O)(=O)c2ccc(C)c(C(=O)NCC(c3ccco3)N3CCCCC3)c2)c1 (stereo not drawn)
-3	CC(C)NC(=O)Nc1cccc2c1O[C@@H](CN(C)C)[C@@H](C)CN(C)C2=O
-1	CC(C)[C@H](NC(N)=O)C(=O)NCCc1ccc(Cl)cc1
6	CCc1ccccc1OCC(=O)Nc1cc(S(=O)(=O)N2CCOCC2)ccc1N1CCCCC1
10[25 µM]	CCC(=O)N1CC[C@@H]2[C@@H](CO)Nc3ccc(-c4ccc(OC)cc4)cc3[C@@H]21
9	O=C(COC(=O)c1c(Cl)ccc(Cl)c1Cl)NCC1CCCO1 (stereo not drawn)
-25	O=C(Nc1ccc2c(c1)OCCO2)C1CCC1
2	O=C(C[C@@H]1CC[C@H]2[C@@H](COC[C@@H](O)CN2CC2CCCCC2)O1)NCC1CC1
-2[25 µM]	CN1C(=O)c2cc(NC(=O)c3ccno3)ccc2OC[C@H]2O[C@@H](CC(=O)Nc3ccccc3)CC[C@@H]21
7	COc1cccc(-c2cccc(NC(=O)C3CCN(Cc4ccon4)CC3)c2)c1
7	CCOc1ccc(NS(=O)(=O)c2cc(C(=O)N(CC)CC(=O)NCc3cccs3)ccc2C)cc1
1	C=CCSc1nnc(NC(=O)COc2ccc3ccccc3c2)s1
1	CCOC(=O)N1CCC(NC(=O)C(NS(=O)(=O)c2ccc3c(c2)CCN3C(=O)CC)C(C)C)CC1 (stereo not drawn)
-4	CCCCn1c(N)c(N(CC(C)C)C(=O)c2cc(-c3ccc(OC)c(OC)c3)nc3ccccc23)c(=O)[nH]c1=O
-5	O=C(NCc1ccc2c3c(cccc13)C(=O)N2)c1cccs1
3[25 µM]	O=C(NC[C@H]1N[C@H](CO)[C@@H]1c1ccc(C2=CCCCC2)cc1)c1ccc(F)cc1
-9[25 µM]	CN1c2ccc(-c3cccc(F)c3)cc2[C@H]2[C@H](CCN2C(=O)Cc2ccccc2)[C@H]1CO
-12	Nc1nonc1-c1noc(-c2ccc(Br)o2)n1
1[25 µM]	COc1cccc(C(=O)Nc2ccc3c(c2)C(=O)N(C)[C@@H]2CC[C@@H](CC(=O)NCc4ccc(F)cc4)O[C@H]2CO3)c1
14	Cc1ccc(NC(=O)CSCC(=O)NCc2cccc(C(F)(F)F)c2)cc1
-23	Cn1cc([N+](=O)[O-])c(C(=O)Nc2ccc(Br)cn2)n1
3	CCOC(=O)c1nn(C)c2[nH]c(=O)n(C)c(=O)c12
-17	Cc1ccccc1OCCCSc1nc2ccccc2[nH]1
14	COc1ccc(CN2CCN(c3ccccn3)CC2)cc1OCc1ccccc1
7	COc1ccc(Oc2nc(-c3ccncc3)nc3ccccc23)cc1
6	CCN(CC)C(=O)Cc1cn(C)c2ccccc12
6	O=C(Cc1cccs1)NCc1cccc(CNC(=O)Cc2cccs2)c1
10	COc1ccc2cc(Br)ccc2c1CC(=O)NC(C)C
3	Cc1onc(-c2ccccc2)c1C(=O)NC1CCC(C)CC1 (stereo not drawn)
23	Cc1csc2c(N3CCN(C(=O)Nc4ccccc4)CC3)ncnc12
2	COc1cc(C2Nc3cccc4cccc(c34)N2)cc(OC)c1O
5	COc1ccc(S(=O)(=O)NC(N)=NCCc2ccccc2)cc1
20	Cc1noc(C)c1C(=O)Nc1sc2c(c1C(N)=O)CCC2
9	COc1ccc(OC)c(S(=O)(=O)NCc2ccccn2)c1
8[25 µM]	COc1ccc(CN(C)C[C@H]2OCCCC[C@@H](C)Oc3ccc(NC(=O)C4CCCCC4)cc3C(=O)N([C@H](C)CO)C[C@H]2C)cc1
4[25 µM]	N#C[C@@H]1[C@@H](c2ccccc2C2=CCCCC2)[C@@H](CO)N1S(=O)(=O)c1ccccc1
7	Cc1nn(-c2ccccc2)c(Cl)c1C(=O)OCC(=O)NCCc1ccccc1
-7	O=C(NN=Cc1ccc(F)cc1)C1CC1
14	COCCn1c(SCc2csc(-c3ccccc3)n2)nc2ccccc21
11	CC(=O)Nc1sc2c(c1C(c1ccccn1)N1CCCC1)CCCC2 (stereo not drawn)
8	O=C(Nc1ccncc1)C1CC(=O)N(Cc2ccccc2)C1 (stereo not drawn)
6	O=C1Nc2ccccc2C1(O)Cc1ccncc1 (stereo not drawn)
2	CN1C(=O)c2cc(NC(=O)C3CCCC3)ccc2OC[C@@H]2O[C@@H](CC(=O)NCc3ccccc3F)CC[C@H]21
15	CCN1CCN(c2nc3c(c(=O)[nH]c(=O)n3C)n2CCCc2ccccc2)CC1
0[25 µM]	C[C@@H]1CN([C@H](C)CO)C(=O)CCCn2cc(nn2)CO[C@@H]1CN(C)S(=O)(=O)c1cccc(C#N)c1
-9[25 µM]	COCC(=O)N1[C@H](CO)[C@H](c2ccccc2)[C@@H]1C#N
12	COc1ccccc1CNC(=O)COC(=O)c1c[nH]c2ccccc12
-16	CCC(CC)C(=O)Nc1cc(C(=O)NCCc2ccccc2)ccc1Cl

(further entries)
BL2 CD40 inh	SMILES
-16[25 µM]	CCC(=O)N1[C@@H]2CN(C(=O)Nc3ccc(Cl)cc3)c3ccccc3[C@@H]2[C@@H]1CO
3	O=C(NC1CCCCCC1)C1CCN(S(=O)(=O)c2ccccc2)CC1
-14	Cc1ccccc1Cc1c(C)nc2c(C(=O)NCc3ccco3)cnn2c1C
-25	Cc1ccc(C)c(NC(=O)Cn2ccn(-c3ccc4c(c3)OCO4)c(=O)c2=O)c1
14	O=C(N1CCOCC1)n1cnc2ccccc21
15	CC(=O)Nc1ccc(NS(=O)(=O)c2ccc(Cl)c(C(=O)O)c2)cc1
-11	CCCCC(=O)Nc1ccc(Cl)cc1F
-6	O=S(=O)(c1ccc2ccccc2c1)N1CCN(C2Cc3ccccc3C2)CC1
-48	COc1ccc(Cc2nc(-c3ccc(Br)cc3)no2)cc1
6[25 µM]	O=S(=O)(c1ccccc1)N1CCCCN2[C@H](CO)[C@H](c3ccc(C#CC4CCCC4)cc3)[C@H]2C1
15	O=S(=O)(Cc1ccccc1)C(CCCc1ccccc1)S(=O)(=O)Cc1ccccc1
13	O=C(O)CCC(=O)NCc1ccc(F)cc1
7	CCCCN(C)C(=O)c1ccc(Nc2nc(C(N)CCc3ccccc3)cs2)nc1 (stereo not drawn)
-11	Cc1nc(SC(C)C(=O)NCC2CCCO2)c2cc(-c3ccccc3)sc2n1 (stereo not drawn)
-64	Clc1ccc(OCCSc2ncccn2)c2ccccc12
12	CCN(c1ccccc1)S(=O)(=O)c1ccc(Oc2ccc(C(C)=O)cc2OC)nc1
11[25 µM]	CCCN1[C@@H]2c3ccc(/C=C/c4ccccc4)c(=O)n3C[C@H]1[C@H](CO)[C@H]2C(=O)NCC1CC1
-50	O=C(CCCc1c[nH]c2ccccc12)N1CCOCC1
-5	NC(=O)COc1ccc(-c2noc(COc3ccccc3[N+](=O)[O-])n2)cc1
-1	COc1ccc(C(=O)C2CCCN(C(=O)c3csc(SC)n3)C2)cc1F (stereo not drawn)
3	O=C(O)c1cccc(S(=O)(=O)NCCC(c2ccccc2)c2ccccc2)c1
6[25 µM]	CN(C)C(=O)[C@H]1[C@H](CO)[C@H]2Cn3c(ccc(-c4cncnc4)c3=O)[C@H]2N1Cc1cc(F)ccc1F
-40	Oc1ccccc1C=NNC(=S)NC1CC2C=CC1C2 (stereo not drawn)
-5	O=C(CCN1CCCCC1)NCC[C@H]1CC[C@@H](NC(=O)C2CCCCC2)[C@@H](CO)O1

This is a subset; rates above refer to the full screens.
